# tim10-1 inh: growth inhibitors of tim10-1 mutant yeast. S. cerevisiae tim10-1 ts strain growth, BacTiter-Glo, 24 h. 330,000 tested, 2.2% active. inhibition, % at 20 µM. AID 463190;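 active = inhibition of at least 40%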;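 note: mutant grown at 25 °C; 0% = DMSO wells with yeast and 100% = wells holding no yeast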
# APJ agonist: agonists of human APJ apelin receptor | 330,000 tested, 0.11% active | P35414 | CHO-K1 APJ PathHunter beta-arrestin, luminescence; 0% DMSO wells, 100% apelin | activation, % at 20 µM;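 active = activation more than six SD over the plate average, tested at 20 µM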;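 note: 0% = DMSO alone and 100% = apelin-13 at 10 nM; some results filed as inactive read as strong as hits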
# Target sequence (P35414 whole entry, looked up): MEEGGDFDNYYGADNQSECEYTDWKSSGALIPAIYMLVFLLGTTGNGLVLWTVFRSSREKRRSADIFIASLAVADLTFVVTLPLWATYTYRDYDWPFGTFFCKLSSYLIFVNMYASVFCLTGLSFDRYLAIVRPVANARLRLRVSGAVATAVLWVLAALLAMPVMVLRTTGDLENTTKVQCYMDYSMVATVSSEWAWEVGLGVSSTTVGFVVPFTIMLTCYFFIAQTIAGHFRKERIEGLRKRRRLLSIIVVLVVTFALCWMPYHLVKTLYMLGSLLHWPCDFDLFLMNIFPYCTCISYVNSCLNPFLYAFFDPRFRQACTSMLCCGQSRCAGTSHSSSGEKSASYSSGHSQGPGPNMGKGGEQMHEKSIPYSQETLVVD
#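 Material: CHO-K1 APJ beta-arrestin complementation cell line; Input: cell density 1000 per well; Incubation: compound stimulation 90 min at 25 °C, detection 60 min; Signal: luminescence from split beta-galactosidase complementation, Galacton Star/Emerald II substrate; Controls: DMSO-only wells as negative, 10 nM Apelin-13 as positive control.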
# UPR XBP1 act: adaptive UPR (XBP1) activation. CHO-XBP1 luciferase reporter, IRE1-XBP1 UPR activation, luminescence; percent of tunicamycin response, DMSO as zero. activation, % at 20 µM. 330,000 tested, 0.33% active. AID 463104;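 active = versus positive control, 20 µM dose yields 30% or more activation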;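 note: 100% = tunicamycin at 10 µg/mL and 0% = DMSO only wells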
#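 Material: CHO-XBP1 cells stably carrying IRE1-XBP1-driven luciferase reporter | Medium: F12 with 10% serum | Compound dosing: 20 µM single concentration, DMSO 1% | Incubation: Overnight seeding at 37 °C, 6 h compound treatment at 37 °C | Detection: Steady-Glo luminescence read | Read-out basis: % activation of reporter signal versus tunicamycin and DMSO controls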
# CXCR6 inh: blocks human CXCR6 beta-arrestin recruitment. O00574. CHO-K1 PathHunter CXCR6 beta-arrestin, luminescence. inhibition, % at 20 µM. 360,000 tested, 0.36% active. AID 602244; in the data active = inhibition above about 34%, passing the limit was not always enough;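 note: antagonist mode with CXCL16 agonist at 10 nM final; 0% = 10 nM CXCL16 with DMSO and 100% = unstimulated wells without agonist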
# Target sequence (O00574 whole entry, looked up): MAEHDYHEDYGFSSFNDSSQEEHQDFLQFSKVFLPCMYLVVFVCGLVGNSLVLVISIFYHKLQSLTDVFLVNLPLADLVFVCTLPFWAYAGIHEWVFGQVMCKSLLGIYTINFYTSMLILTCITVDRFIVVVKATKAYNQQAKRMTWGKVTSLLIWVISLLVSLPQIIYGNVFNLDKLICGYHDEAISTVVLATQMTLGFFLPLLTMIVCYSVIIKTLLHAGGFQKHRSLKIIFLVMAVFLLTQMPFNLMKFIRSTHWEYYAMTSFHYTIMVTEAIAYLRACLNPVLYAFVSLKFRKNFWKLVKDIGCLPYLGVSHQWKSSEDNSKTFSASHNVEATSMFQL
# APJ antag: blocks the human apelin receptor APJ. P35414. CHO-K1 APJ beta-arrestin complementation, luminescence. 330,000 tested, 0.32% active. inhibition, % at 20 µM;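 active = inhibition above about 40% at 20 µM, limit read from the data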;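 note: cells challenged with 10 nM apelin-13 agonist together with compound; plate controls were apelin-13 plus DMSO wells for no effect and DMSO wells lacking apelin-13 for full effect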
# UPR CHOP act: activators of apoptotic arm of unfolded protein response (CHOP); activation, % at 10 µM; CHO-CHOP luciferase reporter, UPR activation, luminescence; percent of tunicamycin response over DMSO baseline; 330,000 tested, 0.34% active; AID 449763;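 active = at 10 µM dose, activation of 40% or more, normalized to positive control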;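 note: 100% = tunicamycin at 10 µg/mL and 0% = DMSO alone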
#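 Assay system: CHO cells with stable CHOP pathway luciferase reporter; Buffer or medium: F12 plus 10% serum; Times: 16-18 h cell attachment, then 6 h compound exposure, 37 °C; Signal: luciferase luminescence; Read-out basis: percent activation relative to tunicamycin control; Control set: tunicamycin high control, DMSO low control.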
# tim23-1 inh: inhibits growth of tim23-1 mutant yeast. S. cerevisiae tim23-1 growth, BacTiter-Glo luminescence, 24 h. inhibition, % at 20 µM. 330,000 tested, 1.3% active. AID 463212;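 active = growth inhibition of the mutant yeast at or above 50%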;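 note: temperature-sensitive mutant grown at 25 °C; plate controls were DMSO-treated mutant yeast for no effect and medium wells lacking yeast for full effect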
# Mdm2 MdmX PPI: inhibitors of human Mdm2/MdmX interaction; O15151+Q00987; inhibition, % at 8 µM; 330,000 tested, 3% active; SaOS-2 split-luciferase Mdm2/MdmX complementation, luminescence;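 active = inhibition of at least 50% at 8 µM in the primary screen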
# TIM10 inh: inhibits growth of TIM10 yeast strain; S. cerevisiae TIM10 strain growth, BacTiter-Glo luminescence, 24 h; inhibition, % at 10 µM; 330,000 tested, 1.4% active;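 active = inhibition of 40% or more at the single tested concentration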;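 note: wild-type TIM10 isogenic control strain grown at permissive 25 °C; 0% = DMSO yeast wells and 100% = minimal medium wells without yeast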
# * hit, by the source's call; / = no result given. Not all compounds are listed. The share of hits here may be higher or lower than overall.
SMILES,tim10-1 inh,APJ agonist,UPR XBP1 act,CXCR6 inh,APJ antag,UPR CHOP act,tim23-1 inh,Mdm2 MdmX PPI,TIM10 inh
Cc1cc(C(=O)NCc2ccco2)cs1,6.5,-4.3,-1.3,-3.2,-19.5,-0.1,-3.0,25.5,4.4
O=C(NNC(=O)C12CC3CC(CC(Cl)(C3)C1)C2)c1csc(N2CCOCC2)n1,0.5,1.0,-2.8,-10.1,10.1,-0.6,0.6,5.8,3.9
CCCCCCCCC(=O)NC(NC(=S)N1CCOCC1)C(Cl)(Cl)Cl (stereo not given),12.6,6.4,-1.3,-3.8,-2.4,-0.6,14.8,9.2,9.7
CC(=O)N1CCc2cc(S(=O)(=O)NCCC(=O)N3CCN(Cc4ccccc4)CC3)ccc21,13.5,0.6,-2.1,-1.7,-7.5,-2.9,6.8,18.5,12.1
O=C(CCn1cccn1)Nc1ccc(-c2ccno2)cc1,-12.2,-3.2,-2.5,-2.2,-5.9,4.3,-1.7,2.9,1.1
O=C(CN1CCN(C(=O)CNC(=O)c2ccc(N3CCCC3=O)cc2)CC1)Nc1ccccc1Cl,14.3,-1.9,-1.7,-2.4,-17.7,-3.1,-7.6,-7.5,9.3
CCO[C@H]1OC(C(=O)NC2CC2)=C[C@@H](C2CCCCC2)[C@@H]1CCCO,7.2,-0.3,-2.5,5.9,14.9,1.8,15.6,20.3,13.7
CC1=C(C(=O)N(C)C)C(c2ccc(N3CCOCC3)cc2)NC(=O)N1 (stereo not given),5.5,-2.0,-0.7,3.1,-0.6,1.2,3.4,13.2,7.4
O=c1[nH]c(C2CCCN(S(=O)(=O)c3ccccc3Cl)C2)nc2c1nnn2Cc1ccc2c(c1)OCCO2 (stereo not given),5.9,-2.0,3.3,-4.7,-10.8,0.9,12.8,18.2,15.4
COc1ccc(-c2csc(NC(=O)CN3C(=O)C4CC=CCC4C3=O)n2)cc1OC (stereo not given),-6.8,2.1,2.3,0.1,-14.3,0.6,10.9,-0.1,4.8
CC(C)N(c1ccccc1)c1ccc(NC(=O)CCl)cc1,-12.9,-2.6,-1.8,-4.7,17.8,-0.3,42.2,96.8*,14.1
CCOC(=O)C1CCN(C(=O)c2ccc(OC3CCN(C(=O)CCOC)CC3)cc2)CC1,-5.7,3.8,-4.9,-5.7,5.0,0.1,-3.6,15.5,-4.9
O=C(Nc1cccc(F)c1)C1CCN(C(=O)c2ccc(Br)cc2)CC1,27.1,-3.3,-1.0,2.2,-2.3,0.4,33.9,0.7,-1.3
O=C(NCc1ccc2c(c1)OCO2)C1CCC(CNS(=O)(=O)c2ccc(Cl)cc2)CC1 (stereo not given),-6.2,0.7,0.3,4.1,-7.3,0.9,1.7,17.3,-4.7
CCOc1ccc(NC(=O)CN(C)C(=O)c2c(-c3ccccc3)noc2C)cc1OCC,-6.1,1.0,-5.1,-7.7,18.7,1.0,-10.9,-1.8,-8.1
Cc1oncc1C(=O)NC(C)C,8.6,-4.4,-1.8,5.0,12.2,-0.9,1.5,19.3,7.9
COc1ccc(/C=C2/CC/C(=C\c3ccc(OC)c(OC)c3OC)C2=O)c(OC)c1OC,30.8,-0.9,-1.6,3.7,18.2,-0.4,11.5,-12.1,7.2
CCC(CC)c1nc(NCCC(=O)O)c2ccccc2n1,11.4,-0.1,-1.6,-7.5,7.4,1.6,8.7,19.7,-9.9
CC(=O)Nc1sc(N)nc1-c1ccccc1,-3.1,-4.9,-0.9,3.7,9.3,-1.3,2.6,-1.0,2.1
Cc1ccc(NC(=O)c2cc(N3C(=O)C4CC=CCC4C3=O)ccc2N2CCOCC2)cc1Cl (stereo not given),25.0,-1.6,-0.5,10.9,14.0,0.9,23.7,-0.2,17.7
CCCc1nnc(NC(=O)c2cc3ccccc3oc2=O)s1,-10.6,-3.7,-1.6,-39.8,5.4,2.7,-1.2,8.5,7.2
CC(CNS(=O)(=O)c1cc(Cl)ccc1Cl)CN(C)C (stereo not given),3.4,-1.9,-3.3,3.1,2.1,-0.2,0.8,-1.4,7.8
C=CC[C@H](CC(=O)OC(C)(C)C)C(=O)OC[C@H]1CCCN1C(=O)[C@H](CC=C)CC(=O)NCCO,-1.3,-2.9,0.5,-0.3,14.3,3.1,6.6,-3.1,4.2
CCN1CCN(CC(=O)N2N=CCC2c2ccccc2)CC1 (stereo not given),2.6,0.5,-2.1,6.8,0.8,0.6,-11.9,17.3,7.0
COc1ccc(-c2ccc(SCC(=O)Nc3cc(C)on3)nn2)cc1OC,20.3,1.2,10.0,0.1,-19.5,2.1,29.1,7.0,6.6
CCOc1ccc(N2C(=O)CC(N3CC(C)OC(C)C3)C2=O)cc1 (stereo not given),14.6,-1.4,1.6,-3.0,6.0,1.9,-1.5,9.7,2.6
O=C1NC(c2cccc(Br)c2)=N/C1=C\c1ccco1,26.3,-2.7,3.7,-1.0,16.9,4.0,56.0*,-8.9,30.9
CCOc1ccccc1NC(=O)NC1CCCc2ccccc21 (stereo not given),6.9,0.3,-2.7,-6.7,0.0,-1.3,10.9,-10.3,13.6
COc1ccccc1/C=N/NC(=O)CNC(=O)c1ccccc1,14.9,-2.9,-1.9,2.1,14.4,0.0,3.8,10.3,1.1
Brc1ccc(CNc2ccc3ncccc3c2)cc1,-7.0,6.1,-3.0,-9.8,0.5,10.2,26.8,-60.3,31.5
CCCCOC(=O)c1ccc(NC(=O)C(=O)NCc2ccco2)cc1,4.2,-1.3,-1.9,4.3,17.5,2.2,-22.2,-20.4,-17.3
CCN1CCN(CCNC(=O)c2ccc(/C=C3/Sc4ccccc4N(Cc4cccc(Cl)c4)C3=O)cc2)CC1,30.1,1.8,15.4,-12.6,7.7,2.3,47.4,96.5*,-0.7
C[C@@H]1C(c2cccc(Cl)c2)=NN(c2ccccc2)[C@H]1C(=O)N1CCOC1=O,10.0,/,-0.4,3.4,/,0.6,29.3,18.0,-1.5
CCCCN(CCCNC(=O)C1CCCN(S(=O)(=O)CCC)C1)Cc1ccccc1 (stereo not given),4.0,-1.2,-1.0,-1.6,-9.1,0.2,6.5,-8.9,3.2
CCOC(=O)CCS(=O)(=O)c1nc(-c2ccccc2)cc(C(F)(F)F)n1,17.5,1.1,-10.8,29.3,35.5,72.8*,21.2,100.3*,51.9*
COc1cc(/C=C(\C#N)C(=O)NC(C)C)ccc1OCc1ccc(C(=O)O)cc1,0.0,-1.3,-0.7,-4.6,7.6,4.8,7.6,7.1,-6.7
COc1ccccc1N(CC(=O)NC(C)(C)C)C(=O)Cn1nnc(-c2ccc(C)o2)n1,10.3,-4.0,-2.1,-3.9,-1.2,-1.8,11.7,2.6,11.5
CCOc1ccc(NC(=O)N2CC=C(n3c(=O)[nH]c4ccccc43)CC2)cc1,11.4,1.1,-1.5,-7.0,19.6,0.0,6.8,15.9,-4.9
COc1cc(OC)c(C(=O)OCC(=O)NC23CC4CC(CC(C4)C2)C3)cc1OC,5.3,-0.6,1.1,1.9,-1.6,1.5,9.4,-3.0,0.7
Cc1ccc(Sc2ncccc2NC(=O)c2ccccc2Cl)cc1,12.0,0.9,-2.8,-10.4,-1.7,0.7,23.0,21.5,-22.7

# Shown as tab-separated lines: 3 of the compounds above
Compound	tim10-1 inh	APJ agonist	UPR XBP1 act	CXCR6 inh	APJ antag	UPR CHOP act	tim23-1 inh	Mdm2 MdmX PPI	TIM10 inh
O=C(CN1CCN(C(=O)CNC(=O)c2ccc(N3CCCC3=O)cc2)CC1)Nc1ccccc1Cl	14.3	-1.9	-1.7	-2.4	-17.7	-3.1	-7.6	-7.5	9.3
CCO[C@H]1OC(C(=O)NC2CC2)=C[C@@H](C2CCCCC2)[C@@H]1CCCO	7.2	-0.3	-2.5	5.9	14.9	1.8	15.6	20.3	13.7
CC1=C(C(=O)N(C)C)C(c2ccc(N3CCOCC3)cc2)NC(=O)N1 (stereo not given)	5.5	-2.0	-0.7	3.1	-0.6	1.2	3.4	13.2	7.4

# Remaining list, next part:
SMILES,tim10-1 inh,APJ agonist,UPR XBP1 act,CXCR6 inh,APJ antag,UPR CHOP act,tim23-1 inh,Mdm2 MdmX PPI,TIM10 inh
O=S1(=O)CCN2C(Cc3ccc(SC(F)F)cc3)=CSC2=N1,10.4,0.1,-1.1,-6.9,3.9,0.3,1.2,3.7,12.5
CCCC1=Nc2cc(C(=O)N3CCC(C(N)=O)CC3)ccc2Sc2ccccc21,-8.0,-2.9,-3.7,-3.2,12.9,0.3,4.3,-2.2,6.9
Nc1nc(Nc2ccccc2F)nc(N2CCOCC2)c1[N+](=O)[O-],19.6,-0.1,2.8,-12.1,-3.4,1.1,15.4,-6.7,25.0
Cc1c(C=O)c(C=O)c(C)n1Cc1ccccc1,42.0*,7.9,-5.2,0.0,4.7,3.7,39.0,85.9*,16.8
CCOC(=O)c1nc(-c2ccc3c(c2)OCO3)[nH]c1C,5.5,-1.1,0.2,-6.3,20.8,3.5,-1.0,-33.2,-2.4
CCN(CC)S(=O)(=O)c1cccc(-c2nnc(SCC(=O)NC)n2N)c1,3.4,-3.2,-3.3,3.7,0.4,3.5,5.4,-1.7,13.8
CC(=O)c1sc(N/N=C/c2cccc([N+](=O)[O-])c2)nc1C,14.6,-2.9,0.6,23.1,32.2,8.3,17.2,-1.8,4.9
CCOC(=O)c1c(-c2ccc(OC)cc2)oc2cc(Br)c(O)cc12,4.8,-4.9,1.4,2.7,18.0,2.0,37.7,8.5,23.5
O=C(COC(=O)c1cccs1)NCc1ccc2c(c1)OCO2,33.2,-1.8,1.5,0.4,-6.8,1.0,17.4,-5.9,8.6
CCOC(=O)C(C)Sc1nc(=O)n2cccc(C)c2n1 (stereo not given),0.3,-0.1,-2.5,-4.2,4.1,1.1,-19.2,4.1,5.4
CC[C@]12c3[nH]c4cc(CCC(=O)N(C)C)ccc4c3CCN1C(=O)[C@@H](CC(=O)NCc1cccc(C(F)(F)F)c1)C[C@@H]2C(=O)N1CCN(C(=O)c2ccco2)CC1,15.1,/,0.5,-2.9,/,0.8,35.2,18.4,-4.8
CCCCn1c(N)c(N(CCOC)C(=O)C2CCN(C(=O)c3ccc(Cl)cc3)CC2)c(=O)[nH]c1=O,-7.9,-2.4,-2.7,-4.3,15.9,-2.5,1.6,19.6,6.5
CN(C)c1ccc(/C=N/NC(=O)CCC(=O)NCc2ccccc2)cc1,7.5,1.0,-0.1,5.9,-17.3,-0.7,8.9,26.9,-5.3
CC(=O)Nc1cccc(C(=O)OC(C)C(=O)Nc2ccc(S(=O)(=O)N3CCCC3)cc2)c1 (stereo not given),11.1,6.2,-3.6,-0.6,4.9,0.0,11.4,-2.7,4.4
Cc1cc(C)c(NC(=O)COC(=O)Cc2ccsc2)c(C)c1,8.1,-0.6,1.7,-0.7,17.7,0.4,-0.3,-25.1,3.3
COc1cccc(N2[C@@H](CC(=O)O)c3ccccc3S2(=O)=O)c1,-6.8,-4.1,-1.1,-10.3,-50.3,-2.0,7.5,-25.8,-3.7
Cc1ccc(N2C(=O)N(CC(=O)Nc3ccc(C)cc3Cl)C(=O)C2C)cc1 (stereo not given),1.3,-5.3,-0.7,2.3,2.9,-1.4,18.9,3.5,0.0

# Bioassay records from PubChem BioAssay.
